Screening results: PubChem BioAssay, several laboratories
CatS block – inhibitors of human cathepsin S; P25774; recombinant cathepsin S, AMC dipeptide fluorescence, pooled mixtures; inhibition, %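 (tested at 5 µM per compound within 10-compound mixtures)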; 62,000 compounds, 0.06% hits; AID 501; in the data active means inhibition above about 32%, passing the limit was not always enough;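 further: 0% = enzyme without compound and 100% = blank without enzyme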
C1s block – blocks human complement C1s protease activity | P09871 | purified C1s, fluorogenic AMC substrate, pooled mixtures | mean inhibition % of two 10-compound mixtures (hits give high values), % at 5 µM (by protocol) | 62,000 compounds, 0.16% hits;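 active means inhibition above 20% in each of the two 10-compound mixture wells holding the compound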;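 further: 0% = enzyme wells lacking compound mixture and 100% = no-enzyme blank wells; some compounds called inactive have numbers as strong as hits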
CatB block – human cathepsin B inhibition | P07858 | purified cathepsin B, fluorogenic substrate, fluorescence | inhibition, %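 (tested at 10 µM)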 | 63,000 compounds, 0.1% hits; in the data active means inhibition above about 21%;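 further: 0% = enzyme with no compound and 100% = no enzyme blank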
CatG inh – inhibitors of human cathepsin G; inhibition, % at 5 µM (by protocol); 62,000 compounds, 0.2% hits; purified enzyme, AMC-tetrapeptide fluorescence, pooled mixtures;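 active means inhibition above 20% in each of the two mixture wells holding the compound; inactive means inhibition of 20% or less in either well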;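 further: 0% = enzyme control without mixture and 100% = blank lacking enzyme; strong numbers were not always called active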
PKA inh – PKA (human) kinase inhibition; 65,000 compounds, 0.1% hits; PKA Kemptide phosphorylation, Kinase-Glo ATP luminescence; inhibition, % at 6 µM; AID 524;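 active means inhibition above the screen-wide mean inhibition plus 3 SD, cut at about 21% in these data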; further: many of its hits are not listed in these tables
Her2 expr inh – Her2 kinase expression inhibition; P04626; SKBR-3 HER2 protein level, AlphaScreen, 18-24 h; hits give low values; HER2 level % of control, % at 10 µM; 65,000 compounds, 0.69% hits; AID 645;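 active means HER2 level under 5% of the carrier-only control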;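 further: 100% = DMSO carrier and 0% = 500 nM PU-H71 HSP90 inhibitor; lower value means stronger loss of Her2 protein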
Target sequence (P04626 whole entry, looked up): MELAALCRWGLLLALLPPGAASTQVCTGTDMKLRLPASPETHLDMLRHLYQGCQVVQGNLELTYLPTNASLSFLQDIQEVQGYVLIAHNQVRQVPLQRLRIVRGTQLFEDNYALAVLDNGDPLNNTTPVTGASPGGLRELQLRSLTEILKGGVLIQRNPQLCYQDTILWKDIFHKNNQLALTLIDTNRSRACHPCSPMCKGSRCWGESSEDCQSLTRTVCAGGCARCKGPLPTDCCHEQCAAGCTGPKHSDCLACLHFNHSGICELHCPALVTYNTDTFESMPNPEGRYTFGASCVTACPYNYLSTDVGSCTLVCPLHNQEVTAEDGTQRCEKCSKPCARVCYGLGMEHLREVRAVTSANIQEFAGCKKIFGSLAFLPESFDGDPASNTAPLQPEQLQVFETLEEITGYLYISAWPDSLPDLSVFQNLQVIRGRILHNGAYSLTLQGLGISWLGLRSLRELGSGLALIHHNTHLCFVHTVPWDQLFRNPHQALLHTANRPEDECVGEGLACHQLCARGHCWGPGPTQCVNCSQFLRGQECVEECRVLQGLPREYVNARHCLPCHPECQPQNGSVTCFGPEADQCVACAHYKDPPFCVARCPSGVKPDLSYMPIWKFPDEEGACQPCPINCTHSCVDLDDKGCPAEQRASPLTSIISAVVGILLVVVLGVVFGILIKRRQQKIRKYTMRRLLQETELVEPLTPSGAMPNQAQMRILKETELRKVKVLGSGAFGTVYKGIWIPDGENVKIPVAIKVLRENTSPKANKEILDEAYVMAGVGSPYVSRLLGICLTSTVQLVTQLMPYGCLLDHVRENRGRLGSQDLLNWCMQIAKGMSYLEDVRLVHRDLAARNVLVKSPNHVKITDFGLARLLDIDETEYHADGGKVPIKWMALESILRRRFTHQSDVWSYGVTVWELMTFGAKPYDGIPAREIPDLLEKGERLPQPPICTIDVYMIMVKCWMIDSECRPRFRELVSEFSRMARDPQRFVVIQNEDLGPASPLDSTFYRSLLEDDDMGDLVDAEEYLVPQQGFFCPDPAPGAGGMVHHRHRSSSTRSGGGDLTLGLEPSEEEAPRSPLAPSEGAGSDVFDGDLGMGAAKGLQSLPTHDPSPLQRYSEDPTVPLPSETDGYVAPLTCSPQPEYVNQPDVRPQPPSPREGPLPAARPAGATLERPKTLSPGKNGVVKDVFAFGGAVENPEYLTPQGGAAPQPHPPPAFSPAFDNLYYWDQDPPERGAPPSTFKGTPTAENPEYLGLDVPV
CatB mixtures – inhibitors of human cathepsin B in compound mixtures | P07858 | Purified cathepsin B, AMC dipeptide fluorescence | inhibition, %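 (ten-compound pools at 5 µM per compound and 50 µM total)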 | 62,000 compounds, 0.06% hits; in the data active means inhibition above about 22%, passing the limit was not always enough;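 further: 0% = enzyme without compound and 100% = no enzyme blank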
ROCK2 inh – ROCK2 (human) kinase inhibition; O75116; purified ROCK2, Kinase-Glo ATP depletion luminescence; inhibition, % at 6 µM; 60,000 compounds, 0.35% hits; AID 604;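 active means inhibition above the screen-wide mean inhibition plus 3 SD, cut at about 18% in these data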;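 further: plate controls were DMSO wells for no effect and Y-27632 control wells after no-enzyme background subtraction for full effect; many of its hits are not listed in these tables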
CatL block – inhibitors of human cathepsin L. purified cathepsin L, fluorogenic substrate, fluorescence. 58,000 compounds, 0.17% hits. inhibition, %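 (tested at 10 µM)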; in the data active means inhibition above about 45%;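 further: 0% = enzyme with no compound and 100% = no enzyme blank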
An asterisk follows results filed as active; . = no result given. An excerpt; the hit share may differ from the screen's.

SMILES | CatS block | C1s block | CatB block | CatG inh | PKA inh | Her2 expr inh | CatB mixtures | ROCK2 inh | CatL block
Cn1c(CCCOc2ccc(Cl)cc2Cl)nnc1SCC(=O)Nc1nccs1 | -6 | 4 | 0 | 3 | -4 | 96 | -2 | -4 | -8
Cc1nnc(SCCC#N)n(CCC#N)c1=O | . | . | -3 | . | 6 | 97 | . | -4 | -3
CCOC(=O)CC(=O)Nc1ccccc1C(=O)O | -2 | -22 | -5 | 1 | . | 90 | 2 | . | .
Nc1nc(N)nc(-c2ccccc2)n1 | 7 | 0 | -1 | 4 | 1 | 72 | -2 | 6 | 3
CC1(C)Cc2nc3oc4c(N(CCO)Cc5ccccc5)ncnc4c3cc2CO1 | -4 | 0 | 3 | -5 | -1 | 59 | 4 | 6 | 0
CCCN1C(=O)C(O)(CC(=O)c2ccc3c(c2)OCCO3)c2ccccc21 (stereo not given) | -7 | 3 | 2 | 8 | 14 | 76 | -7 | 7 | -2
CCOC(=O)C1=C(C)NC(=O)NC1c1ccc2c(c1)OCO2 (stereo not given) | . | . | 3 | . | 8 | 110 | . | 4 | 16
O=C(COc1ccc(S(=O)(=O)N2CCOCC2)cc1)NC1CCCC1 | 6 | -6 | 1 | -1 | -3 | 102 | -2 | 2 | 3
COc1ccc(C(=O)NCC(=O)NC2=NCCS2)cc1 | 1 | -37 | 3 | 0 | 4 | 90 | -8 | 3 | 9
C=CCc1ccccc1OCC(O)CN1CCN(C(=O)OCC)CC1 (stereo not given) | 7 | -4 | 5 | 9 | 4 | 202 | 2 | 4 | 13
COc1ccc2[nH]c3c(=O)n(CCCCC(=O)N4CCC(C(N)=O)CC4)c(=S)[nH]c3c2c1 | 3 | -23 | 4 | 21 | 9 | 104 | 14 | 12 | -2
CC(C)Cc1nc(N2CCN(C(=O)C(C)C)CC2)c(C#N)c2c1CCC2 | . | . | -1 | . | 4 | 106 | . | 0 | -1
Cc1ccc(S(=O)(=O)Cn2nnnc2CN2CCN(C(=O)c3ccco3)CC2)cc1 | -2 | 12 | 3 | 10 | 7 | 78 | 2 | 5 | 13
CSc1nsc(SC)c1NC(=O)OC1CCCCC1 | 4 | 7 | 3 | 7 | 4 | 96 | 5 | 5 | 7
CCn1c(SCc2cccnc2)nc2c1c(=O)n(C)c(=O)n2C | 27 | 11 | 3 | 4 | -4 | 90 | 8 | 0 | 15
CN(C)CCNC(=O)Cc1c(C(=O)O)n(C)c2ccccc12 | 13 | 1 | -3 | -2 | 15 | 122 | 6 | 6 | 7
CN(C)S(=O)(=O)c1ccc(NC(=O)C2COc3ccccc3O2)cc1 (stereo not given) | 41 | -37 | 3 | 10 | 9 | 64 | 0 | 3 | .
CS(=O)(=O)N(CC(=O)N1CCN(c2ccccc2F)CC1)c1ccc2c(c1)OCCO2 | 2 | 6 | 1 | 2 | 8 | 94 | 3 | 8 | 7
COc1cccc(CNC(=O)Cn2cccc2)c1 | -2 | 4 | -3 | 1 | 11 | 81 | 1 | 8 | -2
COC(=O)c1ccccc1NC(=O)C1CCCN(S(=O)(=O)c2ccc(F)cc2)C1 (stereo not given) | 2 | 6 | 5 | 17 | 1 | 142 | 19 | 0 | 8
CCOC(=O)C(CC)(CCC(=O)O)c1csc(N)n1 (stereo not given) | 12 | 2 | 3 | 10 | . | . | 5 | . | 9
Cc1ccc(C)c(NC(=O)CNS(=O)(=O)c2ccccc2)c1 | 11 | 13 | 4 | 9 | 8 | 104 | 4 | -2 | 11
CC1CCCN(S(=O)(=O)c2ccc3c(c2)CCN3C(=O)C2CCC2)C1 (stereo not given) | 4 | -30 | 2 | -4 | -6 | 101 | -5 | -4 | 5
Cc1ccccc1-c1nnc(SCC(=O)Nc2ccc(Cl)cc2)n1N | 9 | -43 | -8 | -3 | 4 | 55 | 3 | . | 7
Cc1ccc(-c2noc(CCC(=O)NCCCN3CCN(c4ccc(F)cc4)CC3)n2)cc1 | 9 | -43 | -4 | 1 | 2 | 91 | 6 | 3 | 6
CCOc1ccc(-c2nc(C#N)c(NCc3ccc4c(c3)OCO4)o2)cc1 | -11 | 2 | 0 | 9 | -6 | 98 | -6 | 1 | -30
Cc1ccc(SCC(=O)N2CC(C)OC(C)C2)cc1 (stereo not given) | 2 | 13 | 0 | 10 | 9 | 115 | -1 | 6 | 15
CCc1ccccc1Nc1nc(N)nc(CSCC(=O)c2cc(C)n(C)c2C)n1 | 4 | -7 | -2 | -7 | 6 | 81 | -4 | 4 | 14
NC(=O)C1CCN(C(=O)N2c3ccccc3Sc3ccccc32)CC1 | -3 | 4 | 1 | -1 | 14 | 92 | -2 | -3 | -1
CCOc1ccc(/C(O)=C2/C(=O)C(=O)N(Cc3cccnc3)C2c2ccc(N(C)C)cc2)c(C)c1 (stereo not given) | -3 | -13 | 1 | 4 | 6 | 137 | 3 | 5 | 2
CCCCn1c(NC(=O)c2ccccc2)nc2ccccc21 | -4 | 3 | 1 | 6 | 9 | 100 | 1 | 5 | -5
Cc1ccc(-n2c(C)nc3oc4ccccc4c(=O)c3c2=O)cc1 | -3 | 18 | -1 | 11 | -5 | 72 | 3 | -3 | 0
O=C(NCCCN1CCOCC1)C1CC(=O)N(CCc2ccccc2)C1 (stereo not given) | -12 | -1 | 6 | 9 | 8 | 95 | 9 | 0 | -2
Cn1c(=O)cc(OCCCC(=O)NCc2ccccn2)c2ccccc21 | 15 | -50 | -2 | 4 | 4 | 115 | 1 | 2 | 24
COC(=O)c1c(O)ccc(Oc2ccccc2)c1C(=O)OC | 13 | 18 | 5 | 12 | -4 | 121 | 6 | -3 | -5
CCOC(=O)C1CCCN(CCC(=O)Nc2c(C(=O)OC)[nH]c3cc(OC)ccc23)C1 (stereo not given) | -2 | 2 | 0 | 11 | 3 | 83 | 0 | 6 | 12
CCOc1ccccc1-n1nnnc1SCC(=O)NC(=O)NCc1ccco1 | 2 | 17 | 2 | 12 | 2 | 81 | 4 | 0 | 19
CCOC(=O)c1cc(CC)sc1NC(=O)CCC(=O)O | 4 | 13 | -4 | 14 | 10 | 114 | 4 | 6 | 11
CCn1cc(C2=NOC(C(=O)Nc3cc(OC)c(Cl)cc3OC)C2)c(C)n1 (stereo not given) | 2 | 3 | 0 | 8 | 10 | 98 | 5 | 5 | 3
CC(C)N(C)C1CCN(C(=O)Nc2ccc(Cl)cc2)CC1 | 10 | 18 | 7 | 8 | 2 | 106 | -1 | 9 | 12
Cc1cc(C)nc(Sc2c(C)n[nH]c2C)n1 | 4 | -4 | -2 | -3 | 5 | 113 | 0 | 1 | 27
Cc1cc(OCC(=O)Nc2ccc3c(c2)OCCO3)ccc1Cl | -4 | 10 | 4 | 7 | 10 | 112 | 2 | 6 | -2
Cc1cc(=O)oc2ccc(OCC(=O)N(Cc3ccc(F)cc3)Cc3ccco3)cc12 | -20 | -191 | 5 | -32 | 5 | 109 | -13 | 5 | 2
O=C(CCn1c(=O)oc2ccccc21)Nc1ccc2c(c1)OCCO2 | -1 | 17 | 0 | 12 | -5 | 58 | 5 | 1 | -11
COC(=O)CSc1nnc(-c2ccc(NS(=O)(=O)c3ccccc3)cc2)o1 | 1 | 5 | 7 | 10 | 10 | 81 | 2 | 7 | 7
O=C(c1cc2nc(-c3ccco3)cc(C(F)(F)F)n2n1)N1CCN(c2ccccc2)CC1 | 11 | 1 | 9 | -3 | 9 | 83 | 4 | 6 | 9
CNc1nc(NC)nc(-n2c(C(F)(F)F)nc3ccccc32)n1 | 17 | -15 | 10 | -7 | 10 | 90 | 7 | 6 | 9
Cc1n[nH]c(C)c1Cc1ccc(C(=O)O)cc1 | 10 | 10 | 6 | 51 | -3 | 98 | 3 | 1 | 12
O=C(O)CCNS(=O)(=O)c1ccc(Oc2ccccc2)cc1 | -3 | -3 | -1 | -2 | 0 | 83 | -5 | -1 | -8
COC(=O)c1ccc(COc2nc(C)cc(C)c2C#N)o1 | -5 | 1 | 3 | 0 | 7 | 188 | -3 | 9 | -5
c1ccc(-c2ccccc2-c2nc(-c3ccncc3)no2)cc1 | -5 | 2 | 3 | -4 | 6 | 69 | 2 | 4 | 3
CCN1C(=O)CC(n2c(C)nc3ccccc32)C1=O (stereo not given) | -1 | -9 | 1 | -1 | -1 | 140 | -3 | -1 | 1
O=C(NC1CCN(Cc2ccccc2)CC1)c1ccccc1F | -5 | 8 | 0 | 10 | -3 | 88 | 4 | 0 | 6
CCOc1ccc(C(=O)Nc2ccc(S(=O)(=O)N3CCOCC3)cc2)cc1OCC | 30 | -43 | 7 | -10 | 2 | 71 | 6 | 0 | 1
O=S(=O)(/C=C/c1ccccc1)Nc1ccc(N2CCOCC2)cc1 | 11 | -7 | 4 | -5 | 13 | 135 | 5 | 1 | 8
COc1ccc(OC(C)C(=O)N2CC(C)OC(C)C2)cc1 (stereo not given) | -12 | 9 | -2 | 2 | -2 | 76 | 5 | 3 | -1
COC(=O)c1nc(N)sc1-c1ccccc1 | 2 | 2 | -2 | 3 | 0 | 111 | 7 | 1 | -1
CCOC(=O)N1CCC(N2CC34C=CC(O3)C(C(=O)Nc3ccc(C)cc3)C4C2=O)CC1 (stereo not given) | -6 | -4 | 0 | 8 | 9 | 152 | -2 | 2 | 13
CCCn1nnc(NC(=O)c2ccc(Cl)cc2Cl)n1 | 19 | -12 | 4 | -11 | -6 | 101 | 2 | -4 | 26
c1ccc(CN2CCC(N3CCN(Cc4ccc5c(c4)OCO5)CC3)CC2)cc1 | 3 | -69 | . | -7 | -8 | 81 | -7 | -4 | .

Part of the list above, with two lines to a compound.
Results follow in this order: CatS block | C1s block | CatB block | CatG inh | PKA inh | Her2 expr inh | CatB mixtures | ROCK2 inh | CatL block
CCOc1ccc(C(=O)Nc2ccc(S(=O)(=O)N3CCOCC3)cc2)cc1OCC
→ 30 | -43 | 7 | -10 | 2 | 71 | 6 | 0 | 1
COC(=O)c1ccc(COc2nc(C)cc(C)c2C#N)o1
→ -5 | 1 | 3 | 0 | 7 | 188 | -3 | 9 | -5

The list continues.
SMILES | CatS block | C1s block | CatB block | CatG inh | PKA inh | Her2 expr inh | CatB mixtures | ROCK2 inh | CatL block
COc1ccc(-c2nc3ccccc3c(=O)n2CCCn2ccnc2)cc1 | -2 | -4 | 3 | 6 | 3 | 111 | 3 | -1 | .
CC1(C)CC(=O)C(C=NC2CCCCC2)=C(O)C1 | 0 | -5 | 2 | 7 | 0 | 96 | 3 | 5 | -4
Cc1cc(C)nc(SCCn2c(N3CCCCC3)nc3c2c(=O)n(C)c(=O)n3C)n1 | -4 | -6 | -1 | -1 | -6 | 113 | -3 | . | .
O=C(NCc1n[nH]c(=S)n1-c1ccccc1)c1ccco1 | 14 | 3 | 7 | 1 | 5 | 83 | 0 | 4 | 19
CCN(CCCNC(=O)C1CCN(S(=O)(=O)N2CCOCC2)CC1)c1cccc(C)c1 | 6 | -1 | 11 | 6 | 5 | 92 | 1 | 1 | 3
CCOC(=O)N1CCN(C(=O)c2nc3ccccc3s2)CC1 | 19 | -9 | -3 | 2 | 0 | 91 | -2 | -12 | 4
CC1CCCCN1CCNC(=O)c1cnn2ccccc12 (stereo not given) | 4 | 0 | 0 | -1 | 7 | 109 | 0 | 4 | .
O=C(O)CN1CCN(Cc2ccc(F)cc2Cl)C1=O | -3 | -26 | 2 | -5 | 9 | 131 | -6 | -2 | 12
Nc1ccn(-c2ccccc2)c(=O)c1 | 0 | 3 | -5 | -2 | -3 | 104 | -1 | -8 | 11
COc1ccc(-n2nnnc2-c2cccc(OC)c2)cc1 | -6 | 14 | 1 | 11 | 3 | 69 | 6 | -2 | -5
O=C(CC1(O)C(=O)N(CN2CCOCC2)c2ccccc21)c1ccccc1 (stereo not given) | -7 | 10 | -5 | 8 | . | 85 | 1 | . | -3
O=C(O)C1C2C=CC(C2)C1C(=O)NCCCn1ccnc1 (stereo not given) | -6 | -33 | -3 | -3 | 6 | 92 | 1 | 8 | -2
CCN1CCCC1Cn1cnc2c([nH]c3ccc(C)cc32)c1=O (stereo not given) | . | . | 1 | . | 1 | 109 | . | 3 | -81
CCOc1ccc(C(=O)C2CCN(CC(=O)Nc3ccccc3N3CCOCC3)CC2)cc1 | 5 | -125 | 2 | -14 | -3 | 53 | -10 | . | .
